Assay outcomes (PubChem)
Vif-A3F inh: inhibitors of Vif-A3F interaction; HeLa A3F-eYFP + Vif (tagged APOBEC3F with the HIV-1 protein that degrades it), YFP fluorescence increase; hit rate 0.2% among 390,000; Potency, µM (top dose mostly 46.1 µM), for the others: at the top dose activity, negative = active; note: potency is the fitted concentration of half-maximal effect; % of control where 0% means no effect; nearly all actives have a fitted effect of over 65% in size
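HeLa cells stably expressing A3F-eYFP plus Vif, plated and incubated overnight at 37 deg C, then exposed to compounds overnight at 37 deg C. Blocked degradation read as raised yellow fluorescence (Ex 488/Em 500-530).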
D1 ag: activates the human D1 dopamine receptor; P21728; HEK293 T-REx D1 cells, calcium flux, agonist mode; activation, % at 2 µM; hit rate 1% among 360,000; in the data active = activation above about 30%; note: 0% is about no effect
Target sequence (P21728 whole entry, looked up): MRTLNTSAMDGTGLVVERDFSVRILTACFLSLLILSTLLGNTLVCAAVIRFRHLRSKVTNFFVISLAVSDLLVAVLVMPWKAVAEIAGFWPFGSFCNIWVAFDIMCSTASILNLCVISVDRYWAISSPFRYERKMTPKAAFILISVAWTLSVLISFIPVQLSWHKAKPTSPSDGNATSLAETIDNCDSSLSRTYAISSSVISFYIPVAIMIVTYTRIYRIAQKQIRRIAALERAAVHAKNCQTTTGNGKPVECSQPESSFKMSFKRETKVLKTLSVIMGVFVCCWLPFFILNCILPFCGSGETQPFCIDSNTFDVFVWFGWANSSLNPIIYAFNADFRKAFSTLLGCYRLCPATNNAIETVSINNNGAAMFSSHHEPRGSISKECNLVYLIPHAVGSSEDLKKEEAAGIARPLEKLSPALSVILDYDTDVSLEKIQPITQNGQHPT
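Agonism was scored from calcium flux recorded over 180 s (1 read/s) after pintool compound addition, following a 10-cycle baseline. Cells were inducible force-coupled HEK293 TREx D1, plated overnight at 30 C and loaded with no-wash calcium dye.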
Glioma ERSR ind: inducers of ER stress response in human glioma cells | U87-MG GRP78 promoter luciferase reporter, 16 h | Potency, µM, for the others: top-dose activation, actives largely listed as activators | hit rate 0.02% among 420,000; note: potency is the fitted concentration of half-maximal effect; series mostly up to about 76 µM; % of control where 0% means no effect; nearly all actives have a fitted effect of over 35% in size
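Stably transfected U87-MG human glioma cells carrying a GRP78-based luminescent sensor were seeded at 1000 cells/well, pin-dosed with compounds and incubated 16 h. Luciferase reagent was then added, and end-point luminescence was read after 10 min at room temperature.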
D1 antagonist: antagonists of human D1 dopamine receptor | HEK293 TREx D1 cells, calcium flux, dopamine EC80; stronger effect = lower value | activity change, negative = inhibition, % at 10 µM | hit rate 3.2% among 360,000 | AID 504652; in the data active = activity change below about -30%; note: % is set by controls: 0 for no effect and ±100 for the full control effect
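Using tetracycline-induced force-coupled D1 Hek293 cells and a calcium dye, signals were followed for 180 s after compound, then for 180 s after EC80 dopamine, to detect inhibitors.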
RXFP1 ag: activates the human relaxin receptor RXFP1; Q9HBX9; HEK293T-RXFP1 cAMP TR-FRET, 30 min; response scale: percent of porcine relaxin response, buffer zero; Potency, µM (doses to about 57.5 µM), for inactives: top-dose activation, actives largely listed as activators; hit rate 0.3% among 370,000; AID 2676; note: potency is the fitted concentration of half-maximal effect; % is set by controls: 0 for no effect and ±100 for the full control effect; nearly all actives have a fitted effect of over 60% in size; many of its hits are not listed in these tables
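cAMP rise read by TR-FRET after 30 min, 37C compound exposure (up to 58 uM) in RXFP1-transfected HEK293 cells with Ro 20174 present. EC50 from Hill-equation fits, with 29 nM porcine relaxin as 100% and buffer as basal.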
Vif-APOBEC3G blk: blocks the Vif interaction with human APOBEC3G; Q9HC16; HeLa A3G-eYFP + Vif (tagged APOBEC3G with the HIV-1 protein that degrades it), YFP fluorescence, overnight; Potency, µM (top dose mostly 46.1 µM), inactives show at the highest dose activity, negative = active, actives largely listed as inhibitors; hit rate 0.076% among 410,000;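 note: potency is the fitted concentration of half-maximal effect; % is set by controls: 0 for no effect and ±100 for the full control effect; nearly all actives have a fitted effect of over 60% in size; hits raise eYFP signal because A3G escapes Vif-driven loss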
Target sequence (Q9HC16 whole entry, looked up): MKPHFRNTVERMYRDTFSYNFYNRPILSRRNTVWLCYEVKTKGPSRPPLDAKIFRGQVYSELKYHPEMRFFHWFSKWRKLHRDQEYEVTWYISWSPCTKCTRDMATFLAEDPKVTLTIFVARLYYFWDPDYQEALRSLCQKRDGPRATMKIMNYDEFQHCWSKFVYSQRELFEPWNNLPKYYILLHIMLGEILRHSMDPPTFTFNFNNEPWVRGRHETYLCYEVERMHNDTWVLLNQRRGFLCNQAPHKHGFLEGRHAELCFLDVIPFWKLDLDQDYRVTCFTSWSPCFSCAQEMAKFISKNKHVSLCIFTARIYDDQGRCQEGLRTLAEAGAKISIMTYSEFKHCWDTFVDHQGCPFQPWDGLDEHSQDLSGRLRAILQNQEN
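Read-out is eYFP fluorescence (Ex 488/Em 500-530) from Vif-expressing HeLa A3G-eYFP cells; more signal means A3G escaped Vif-mediated degradation. Cells plated overnight, compound pinned in, incubated overnight at 37 deg C.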
D1 potentiator: human D1 dopamine receptor positive modulation; HEK293 TREx D1 cells, calcium flux, dopamine EC20 potentiation; potentiation, % at 10 µM; hit rate 0.036% among 360,000; AID 504651; in the data active = potentiation above about 30%; note: 0% is about no effect
D2 PAM: D2 dopamine receptor (human) potentiation. HEK293 T-REx D2, calcium flux, EC20 dopamine potentiation. P14416. potentiation, % at 10 µM. hit rate 0.34% among 340,000;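 active = potentiation over 3 SD above the plate norm, cut at about 30% in these data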; note: 0% is about no effect
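Tetracycline-induced HEK293 T-REx cells force-coupled to calcium signalling expressed D2; compounds were pin-added after a 10 s baseline, read kinetically 180 s, then an EC20 dopamine challenge followed with a further 180 s calcium read.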
RXFP1 antagonist: RXFP1 (human) relaxin receptor antagonism; hit rate 0.59% among 350,000; AID 1259400; activity change, negative = inhibition, % at 57.5 µM; HEK293-RXFP1, relaxin-stimulated cAMP HTRF, 30 min; stronger effect = lower value;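 active = activity change of -60% or lower, but not beyond a set lower limit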; note: % is set by controls: 0 for no effect and ±100 for the full control effect
Active calls of the source: *; nt = no result given. Unless noted, calls come from the whole dose curve; as a rule, active = well fitted curve in the direction sought with a large enough effect; inconclusive = small, poorly fitted or top-dose-only effect, or another doubt; inactive = no such curve, though single readings can be large; an effect the other way counts as inactive or inconclusive. Only part of the results is shown; count on the stated rates, not on these rows.

compound | Vif-A3F inh | D1 ag | Glioma ERSR ind | D1 antagonist | RXFP1 ag | Vif-APOBEC3G blk | D1 potentiator | D2 PAM | RXFP1 antagonist
Cc1ccc(S(=O)(=O)N2[C@@H](c3ccc(F)cc3)C(C(=O)O)=CC[C@H]2c2ccc3c(c2)OCO3)cc1 | 3% | 0 | -1% | -18 | 0.2% | 4% | -1 | -14 | nt
CC(C)CC(NS(=O)(=O)c1cccc(C(=O)O)c1)C(=O)O (configuration not stated) | 2% | 2 | -3% | -25 | 0.5% | 1% | -2 | 3 | -13
COc1cccc(NC(=O)CN2C(=O)CSc3ccc(S(=O)(=O)N4CCCCC4)cc32)c1 | -18% | 2 | 1% | 6 | 0.8% | -4% | 3 | 19 | -3
Cc1coc2cc3oc(=O)c(CC(=O)NCCc4ccccc4)c(C)c3cc12 | -5% | 4 | -1% | -1 | -2.2% | 5% | 2 | -1 | 3
Cc1ccc2oc(C(=O)N3CCC(N4CCSCC4)CC3)c(C)c2c1 | -5% | 0 | -5% | -11 | 1.4% | -6% | -1 | -9 | -7
O=C(NCCn1cc(SCc2ccc(F)cc2)c2ccccc21)c1cccs1 | -9% | -1 | -3% | 13 | -2.8% | -4% | -6 | 0 | nt
Cc1cccc(S(=O)(=O)c2c(N)n(-c3ccccc3)c3nc4ccccc4nc23)c1 | -2% | 5 | -5% | 0 | 0.9% | 2% | -2 | 4 | nt
CCOc1ccc(N(C)S(=O)(=O)c2ccc(C)c(C(=O)Nc3nnc(C4CC4)s3)c2)cc1 | 0% | 0 | -5% | -19 | 0.3% | -1% | -1 | 7 | 1
CC(=O)c1cccc(NC(=S)NC(=O)C(C)C)c1 | 1% | nt | 0% | nt | 0.4% | 1% | nt | nt | -5
O=C(COC(=O)c1ccc2ccccc2c1)NCCCc1ccccc1 | 0% | 14 | -6% | -10 | 0.3% | -2% | -5 | 4 | -6
CCCn1ncc(CN2CCC(n3nccc3NC(=O)c3ccccc3OC)CC2)c1C | 1% | 2 | -2% | 8 | 1.9% | -3% | -1 | 6 | -21
O=C(OCCN1CCOCC1)c1ccc(OCCN2CCOCC2)cc1 | -6% | 3 | -2% | 24 | -0.4% | -3% | -2 | -7 | 1
COc1ccc(N2CCN(C(=O)c3ccc(F)cc3)CC2)c([N+](=O)[O-])c1 | 13% | 13 | -1% | nt | -4.4% | -6% | -5 | 0 | 4
CCN(C(=O)COC(=O)/C=C/c1c(C)nn(Cc2ccc(C)cc2)c1C)C1CCS(=O)(=O)C1 (configuration not stated) | -1% | 3 | 10% | 4 | 6.5% | 0% | -6 | -7 | 10
COc1ccc(NC(=O)c2c(NC(=O)COc3ccccc3)sc3c2CCC(C)C3)cc1 (configuration not stated) | -9% | 12 | 3% | 9 | 2.2% | 3% | -4 | 8 | 0
O=C(COC(=O)c1ccc(Cl)c(S(=O)(=O)NCc2ccccc2)c1)NCC1CCCO1 (configuration not stated) | -5% | -1 | -3% | -26 | -1.2% | -7% | -2 | 4 | 1
CCOc1ccc(NC(=O)Cn2nnc(C(=O)NCc3ccc(OC)cc3)c2N)cc1 | 3% | 3 | -4% | -12 | 2.7% | 4% | 0 | 0 | 13
Cc1ccccc1N1CCN(C2CCCN(C(=O)c3csc(C(C)C)n3)C2)CC1 (configuration not stated) | 4% | 4 | -8% | -4 | -0.4% | 1% | 0 | -13 | -2
COc1ccccc1NS(=O)(=O)c1cccc(NC(=O)c2cc3ccccc3oc2=O)c1 | -10% | 2 | -3% | 8 | 1.6% | -3% | -4 | 6 | -1
COc1ccccc1NC(=O)Cn1c(=O)n(Cc2nc(C)no2)c(=O)c2cc3c(cc21)OCO3 | -2% | 0 | -4% | 3 | -0.8% | -1% | 0 | 3 | -6
CC(C)c1ccc(NC2CCCN(C(=O)c3ccnc(Cl)c3)C2)cc1 (configuration not stated) | 2% | 0 | -6% | 2 | 0.0% | 6% | 4 | -3 | 8
Cc1csc2nc(CNS(=O)(=O)c3ccc(-c4ccccc4)cc3)cn12 | -10% | 5 | -1% | 0 | -2.0% | 0% | -3 | -5 | -8
CN(C)CCNC(=O)CNC(=S)N(Cc1ccccc1)Cc1cccnc1 | 15% | 4 | -4% | 22 | 0.9% | 3% | 4 | 4 | -7
Cc1nn2cc(-c3cccc(Cl)c3)cnc2c1Cl | -10% | 1 | 8% | -17 | 0.0% | -26% | -5 | 20 | -6
CN(C)CCCNC(=S)N1CCC(C(=O)c2ccc(Cl)cc2)CC1 | 0% | nt | 0% | nt | nt | 1% | nt | nt | 2

Additional entries follow.
compound | Vif-A3F inh | D1 ag | Glioma ERSR ind | D1 antagonist | RXFP1 ag | Vif-APOBEC3G blk | D1 potentiator | D2 PAM | RXFP1 antagonist
COCCN(C(=O)COC(=O)CC(C)c1ccccc1)c1c(N)n(Cc2ccccc2)c(=O)[nH]c1=O (configuration not stated) | 4% | 1 | -3% | 8 | 2.1% | -1% | 4 | 6 | -5
CCc1nc(NC(=O)NS(=O)(=O)c2ccccc2C(=O)OC)nc(OC)n1 | 3% | 9 | -4% | -1 | 1.0% | 1% | 6 | 4 | 1
COc1ccc(/C=N/n2c(=O)[nH]c3c([nH]c4ccc(F)cc43)c2=O)cc1CN1CCCCC1 | 2% | 3 | -4% | -5 | 0.4% | 1% | 1 | 4 | -12
CCCOc1ccc(-c2nc(C#N)c(NCC3CCCO3)o2)cc1 (configuration not stated) | -6% | -1 | -1% | -5 | 1.5% | 0% | -2 | 12 | 16
COc1ccc(OCC(=O)Nc2cc(-c3nn4c(C)nnc4s3)ccc2C)cc1 | 3% | 2 | -3% | -5 | 1.4% | 1% | -1 | nt | nt
COc1ccc(-n2nnnc2CNC(=O)C(=O)c2c[nH]c3ccccc23)cc1 | -2% | 1 | -1% | -1 | 0.9% | 2% | -9 | 2 | -20
COc1ccc(C(=O)COC(=O)COc2ccc(C)c(C)c2)cc1 | 3% | 10 | 0% | -28 | 0.6% | 2% | 1 | -4 | 1
O=C1CSc2ccc(S(=O)(=O)NCc3ccc(Cl)cc3)cc2N1 | 7% | 3 | -3% | 2 | -0.7% | 1% | -6 | 0 | -6
CN(Cc1nccn1C)C(=O)CC1C(=O)NCCN1Cc1ccccc1C(F)(F)F (configuration not stated) | -2% | 0 | -2% | 1 | -1.0% | 5% | -4 | 9 | 1
Cc1ccc(NC(=O)CNc2cccc(C)c2C)c(C)c1 | -1% | 1 | -1% | -8 | -0.4% | 4% | -4 | -2 | -5
CN(C)/C=C/c1onc(-c2c(Cl)cccc2Cl)c1C#N | -10% | 4 | 0% | 16 | -0.8% | 7% | -4 | 3 | -4
CCN1CCCC1CNC(=O)CSc1cc(=O)n(C)c2cc(Cl)ccc12 (configuration not stated) | nt | 0 | -4% | 14 | 7.6% | 3% | 0 | 1 | 27
Cc1cccc(NC(=O)CSc2nnc(CNC(=O)c3ccc(S(=O)(=O)N(C)C)cc3)n2-c2ccc(F)cc2)c1 | 1% | -1 | -2% | -4 | -0.3% | -6% | -2 | -18 | -7
CCc1ccc2c(c1)CCCN2C(=O)c1ccccc1C(=O)O | -7% | 0 | -5% | 5 | 0.9% | -6% | -2 | 2 | -6
O=C(c1cccc(C(F)(F)F)c1)C1CCCN(C(=O)CCCN2CCCC2=O)C1 (configuration not stated) | -5% | 3 | -4% | -11 | 3.0% | 3% | -2 | 2 | 4
CC(OC(=O)c1nsc(Cl)c1Cl)C(=O)NCCc1ccccc1 (configuration not stated) | -8% | 1 | 1% | -6 | 3.5% | -9% | 2 | 13 | 8
CCOC(=O)C1CN(c2cc3c(cc2F)c(=O)c(C(=O)O)cn3CC)OC1C(=O)OCC (configuration not stated) | 0% | -1 | 1% | -5 | -0.6% | 0% | 1 | 17 | -21
COc1cccc(CN2CC(C(=O)NCc3cccc(Cl)c3)CCC2=O)c1 (configuration not stated) | -9% | 0 | 4% | 6 | -0.2% | 0% | 1 | -9 | -2
Cc1sc2ncnc(SCC(=O)N3CCCC3)c2c1C | 0% | 1 | -1% | -12 | 7.5% | 1% | -11 | 5 | -7
C/C(=N\NC(=O)c1cc(Br)ccc1O)c1cccc(NC(=O)c2ccccc2F)c1 | 4% | 22 | 0% | -18 | 0.4% | -5% | -4 | 11 | -16
COc1ccc(OCc2ccc(-c3nc(C#N)c(N4CCN(c5ccccc5)CC4)o3)o2)cc1 | 3% | 2 | -4% | -28 | -1.1% | 3% | -2 | -7 | -6
CN1CCN(S(=O)(=O)c2cccc(C(=O)Oc3cccc(C#N)c3)c2)CC1 | -18% | 2 | -2% | -6 | 0.0% | -1% | -2 | -5 | 1
COC(=O)c1[nH]c2cc(C)ccc2c1NC(=O)CN1CCCc2ccccc21 | 2% | 0 | -4% | 7 | 1.8% | -2% | 0 | -22 | -24
COc1ccc(/C=C2\SC(=O)N(CC(=O)NC3CCS(=O)(=O)C3)C2=O)cc1 (configuration not stated) | 2% | 1 | -4% | 15 | -0.7% | 0% | -7 | 2 | -28

A different layout for seven compounds above:
Values in the order: Vif-A3F inh	D1 ag	Glioma ERSR ind	D1 antagonist	RXFP1 ag	Vif-APOBEC3G blk	D1 potentiator	D2 PAM	RXFP1 antagonist
CC(OC(=O)c1nsc(Cl)c1Cl)C(=O)NCCc1ccccc1 (configuration not stated)
  -8%	1	1%	-6	3.5%	-9%	2	13	8
COc1ccc(OCc2ccc(-c3nc(C#N)c(N4CCN(c5ccccc5)CC4)o3)o2)cc1
  3%	2	-4%	-28	-1.1%	3%	-2	-7	-6
CN(Cc1nccn1C)C(=O)CC1C(=O)NCCN1Cc1ccccc1C(F)(F)F (configuration not stated)
  -2%	0	-2%	1	-1.0%	5%	-4	9	1
COCCN(C(=O)COC(=O)CC(C)c1ccccc1)c1c(N)n(Cc2ccccc2)c(=O)[nH]c1=O (configuration not stated)
  4%	1	-3%	8	2.1%	-1%	4	6	-5
CCc1ccc2c(c1)CCCN2C(=O)c1ccccc1C(=O)O
  -7%	0	-5%	5	0.9%	-6%	-2	2	-6
CN(C)/C=C/c1onc(-c2c(Cl)cccc2Cl)c1C#N
  -10%	4	0%	16	-0.8%	7%	-4	3	-4
Cc1cccc(NC(=O)CSc2nnc(CNC(=O)c3ccc(S(=O)(=O)N(C)C)cc3)n2-c2ccc(F)cc2)c1
  1%	-1	-2%	-4	-0.3%	-6%	-2	-18	-7
